PAFAH1B2 FP inh: inhibitors of human PAFAH1B2; AID 492953; 1.2% of 340,000 active; P68402; inhibition, % at 3.39 µM; recombinant PAFAH1B2, FP-rhodamine activity probe, fluorescence polarization;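 active = inhibition above the mean of all tested compounds plus 3 SD, cut at about 24% in these data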;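 note: 0% = enzyme with DMSO and 100% = wells lacking PAFAH1B2; many of its hits are not listed in these tables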
PAFAH1B3 FP inh: PAFAH1B3 (human) inhibition | recombinant PAFAH1B3, FP-rhodamine probe, fluorescence polarization | Q15102 | inhibition, % at 3.39 µM | 0.28% of 340,000 active | AID 492972;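 active = inhibition above the screen-wide average of all tested compounds plus 3 SD, cut at about 25% in these data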;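 note: 0% = enzyme with DMSO only and 100% = wells lacking PAFAH1B3 protein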
Target sequence (Q15102 whole entry, looked up): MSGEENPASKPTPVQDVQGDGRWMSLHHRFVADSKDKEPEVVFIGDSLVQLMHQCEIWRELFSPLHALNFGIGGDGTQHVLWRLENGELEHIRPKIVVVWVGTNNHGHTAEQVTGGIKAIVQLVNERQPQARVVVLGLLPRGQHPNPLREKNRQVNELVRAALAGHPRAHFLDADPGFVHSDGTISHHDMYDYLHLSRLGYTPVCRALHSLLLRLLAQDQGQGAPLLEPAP
PAFAH2 FP inh: PAFAH2 (human) inhibition. Q99487. recombinant PAFAH2, FP-rhodamine activity probe, fluorescence polarization. inhibition, % at 3.39 µM. 0.99% of 340,000 active. AID 492956;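 active = inhibition above the mean over all tested compounds plus 3 SD, cut at about 30% in these data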;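 note: inhibitors block probe labeling of enzyme so polarization drops; 0% = enzyme with DMSO and 100% = wells lacking PAFAH2 protein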
LYPLA2 counter: counter-screen for PME1 inhibitors: inhibitors of human LYPLA2 | AID 2177 | inhibition, % at 5.9 µM | recombinant LYPLA2, FP-Rh probe fluorescence polarization | 0.38% of 320,000 active | O95372;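 active = inhibition above the screen-wide mean plus 3 SD, limit set per campaign, cut at about 26% in these data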;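 note: 0% = LYPLA2 with DMSO and 100% = wells lacking LYPLA2 enzyme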
pPAFAH inh: inhibitors of human plasma PAF acetylhydrolase (pPAFAH). Q13093. recombinant pPAFAH, FP-rhodamine probe fluorescence polarization. inhibition, % at 3.39 µM. 1.5% of 330,000 active. AID 463082;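 active = inhibition above the mean inhibition across the screen plus 3 SD, cut at about 25% in these data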;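 note: inhibitors block binding of the rhodamine activity-based probe so polarization drops; 0% = enzyme with DMSO and 100% = wells lacking pPAFAH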
LYPLA1 counter: blocks human lysophospholipase 1, a PME1 counter-screen | O75608 | recombinant LYPLA1, FP-Rh probe fluorescence polarization | inhibition, % at 5.9 µM | 0.16% of 320,000 active;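 active = inhibition above the mean of all tested compounds plus 3 SD, set per campaign, cut at about 14% in these data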;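 note: inhibitors block serine hydrolase probe labeling of LYPLA1 so polarization falls; 0% = enzyme with DMSO and 100% = wells lacking LYPLA1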
GSTO1 counter: blocks human GSTO1 in RBBP9 counter-screen; P78417; AID 1974; recombinant GSTO1, activity-based probe fluorescence polarization; 1.1% of 300,000 active; inhibition, % at 5.96 µM;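 active = inhibition above the campaign mean inhibition plus 3 SD, cut at about 35% in these data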;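 note: 0% = GSTO1-1 with DMSO and 100% = wells lacking GSTO1-1 enzyme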
PREPL inhibitor: inhibitors of human prolyl oligopeptidase-like enzyme PREPL; 0.68% of 320,000 active; Q4J6C6; recombinant PREPL, fluorescence polarization activity-based probe; inhibition, % at 5.96 µM; in the data active = inhibition above about 43%;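 note: 0% = enzyme with DMSO and 100% = wells lacking enzyme; many of its hits are not listed in these tables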
Target sequence (Q4J6C6 whole entry, looked up): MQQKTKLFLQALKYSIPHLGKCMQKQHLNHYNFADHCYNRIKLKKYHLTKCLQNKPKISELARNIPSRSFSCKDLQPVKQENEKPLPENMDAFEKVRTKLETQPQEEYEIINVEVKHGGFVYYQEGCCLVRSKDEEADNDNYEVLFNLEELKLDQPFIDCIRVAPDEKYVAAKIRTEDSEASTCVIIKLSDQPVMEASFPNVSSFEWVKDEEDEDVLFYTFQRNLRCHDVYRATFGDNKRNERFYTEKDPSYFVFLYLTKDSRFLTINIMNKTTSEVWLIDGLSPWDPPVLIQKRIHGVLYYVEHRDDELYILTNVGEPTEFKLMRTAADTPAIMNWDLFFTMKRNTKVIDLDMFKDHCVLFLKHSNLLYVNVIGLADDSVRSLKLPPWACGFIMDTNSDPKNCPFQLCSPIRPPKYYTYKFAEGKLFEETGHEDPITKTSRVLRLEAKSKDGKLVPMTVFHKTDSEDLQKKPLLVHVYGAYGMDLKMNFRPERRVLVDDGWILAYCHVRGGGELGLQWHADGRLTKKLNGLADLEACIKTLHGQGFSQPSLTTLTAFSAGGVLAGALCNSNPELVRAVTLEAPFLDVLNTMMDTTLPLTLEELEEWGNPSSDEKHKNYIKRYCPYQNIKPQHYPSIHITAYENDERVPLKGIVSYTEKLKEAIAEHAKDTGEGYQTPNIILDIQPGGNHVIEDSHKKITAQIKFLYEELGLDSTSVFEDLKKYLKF
PAD4 FP inh: blocks human protein arginine deiminase 4 | AID 485272 | recombinant PAD4, RCA probe fluorescence polarization | 0.41% of 330,000 active | inhibition, % at 6.36 µM | Q9UM07;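 active = percent inhibition above a cutoff equal to the mean of all tested compounds plus 3 SD, cut at about 15% in these data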;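 note: 0% = PAD4 with RCA probe and DMSO and 100% = probe without PAD4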
* marks the source's active call; other numbers are inactive results; nt = no result given. A portion of the library; rates above refer to the full screens.

canonical_smiles,LYPLA2 counter,PAD4 FP inh,LYPLA1 counter,PAFAH1B3 FP inh,PAFAH1B2 FP inh,PAFAH2 FP inh,GSTO1 counter,pPAFAH inh,PREPL inhibitor
Cc1ccc(CN(C(=O)c2ccccc2C)C2CCS(=O)(=O)C2)o1 (configuration not stated),0,-6,-2,10,-6,-2,-2,2,0
O=C(C1CCN(S(=O)(=O)c2cccs2)CC1)N1CCCC(C(F)(F)F)C1 (configuration not stated),5,-1,0,-1,4,0,-4,-5,4
CCOCCCn1c(=O)c(NC(=O)c2ccc(OCC)cc2)c2n(c1=S)CCCCC2,-1,-8,2,3,-3,-3,-7,-1,10
CC(C)(C)OC(=O)N1CCC[C@H]1C(=O)N/N=C/c1cccc2nccnc12,-3,0,-1,nt,nt,nt,21,0,31
CCOc1ccc(N2C(=O)CSC2c2ccncc2)cc1 (configuration not stated),-2,4,-1,19,0,17,-1,3,1
CCCCn1nnc(NC(=O)C(c2ccccc2)c2ccccc2)n1,-1,3,-1,5,0,2,-3,5,6
CCO[C@@H]1OC(C(=O)NC2CC2)=C[C@H](c2ccc(C(F)(F)F)cc2)[C@H]1CCCO,-5,-2,1,1,-3,-2,1,5,0
CCCc1cc(=O)oc2cc(OCC(=O)NCCCN3CCCC3=O)ccc12,2,-2,1,1,0,-1,1,2,-2
COc1ccc(CCC(=O)NNC(=S)Nc2cccc(C(C)=O)c2)cc1,-11,-4,-4,-3,1,1,-6,1,10
O=C(NC1CCCCC1)c1nn2c(C(F)(F)F)cc(-c3ccco3)nc2c1Br,0,3,0,3,1,4,3,0,-3
COc1ccc2c(c1OC)C(=O)OC2Nc1nc(-c2cccc([N+](=O)[O-])c2)cs1 (configuration not stated),-4,4,-1,14,8,-4,7,2,10
CCCN(CCO)C1CCN(CCc2ccccc2)CC1,-1,5,-5,5,1,-6,1,9,19
CCCCn1nc(C(=O)O)ccc1=O,-1,-5,2,8,3,-7,0,4,3
COCCN1C(=O)N[C@@H](c2ccccc2)[C@@H](C(=O)OC)[C@H]1C,2,-1,4,-2,-4,2,-2,4,4
CC12CN3CC(C)(CN(C1)C3c1cc(Br)ccc1O)C2=O (configuration not stated),-6,-4,1,6,6,-3,3,-3,12
O=C(/C=C/c1ccc(-c2ccc(F)cc2)o1)N1CCCC1,-1,-2,-4,8,0,-1,-1,7,7
COc1ccccc1-c1cc(C(=O)N/N=C\c2cn(C)nc2C)c2ccccc2n1,3,0,2,1,4,-4,-1,5,10
O=C(Nc1ccccc1)N1CCn2c(nc3ccccc32)C1,-2,3,-2,1,-4,2,6,-2,4
COc1cccc(OCC(=O)Nc2c3c(nn2-c2ccccc2)CS(=O)(=O)C3)c1,3,-1,1,8,0,-5,5,3,12
COC(=O)c1ccc2c(c1)NC(=O)C(N(CC(C)C)CC(C)C)S2 (configuration not stated),3,2,3,8,1,-6,9,3,-12
COCCCNC(=O)CSc1nc2cc(S(=O)(=O)N3CCCCC3)ccc2o1,-4,-4,-1,-2,7,12,6,-4,16
Cc1ccc(C23CC4CC(CC(C(=O)NC(C)C(=O)O)(C4)C2)C3)cc1 (configuration not stated),0,-6,3,7,3,0,-1,-2,9
Cc1ccc(N(C(=O)c2ccco2)C2C=CS(=O)(=O)C2)cc1 (configuration not stated),1,-1,3,-4,4,0,-2,5,5
CC(C)c1ccc(/C=C/C(=O)NNC(=O)c2cccnc2)cc1,1,-4,2,4,6,1,2,6,14
C=CCN(CC=C)S(=O)(=O)c1ccc(NC(=S)NC(=O)Cc2ccc(OC)cc2)cc1,-23,-4,-17,6,0,-13,-10,-6,-2
O=c1c2ccccc2nc(SCc2nnc(-c3ccccc3)o2)n1-c1ccccc1,10,-1,-3,7,-3,-8,4,2,1
COc1ccc(CNc2cc(C)cc(C)c2)cc1OC,5,3,2,nt,nt,nt,1,1,1
O=C(NCc1ccncc1)/C(=C/c1cccc([N+](=O)[O-])c1)NC(=O)c1ccccc1,-5,3,-6,13,5,4,-3,-3,26
N#Cc1nc(-c2ccccc2F)oc1NCCc1ccccc1,-2,3,-3,8,-5,0,-12,-3,-10
O=C(NN1C(=O)C2C3C=CC(O3)C2C1=O)c1ccccc1 (configuration not stated),2,-2,2,12,0,-6,8,4,1
COC(=O)Nc1ccc(S(=O)(=O)N2CCCC(C(=O)NCC3CCCO3)C2)cc1 (configuration not stated),nt,3,nt,7,6,1,nt,5,12
O=C(CN1CCC(n2nnc3cc(F)ccc32)CC1)NCCc1ccccc1,4,0,3,1,1,-5,1,5,2
Cc1ccc(NC(=O)Cn2cnc3sc(C(=O)NCc4ccco4)c(C)c3c2=O)cc1Cl,23,-2,-7,0,-3,-8,-4,-1,-21
CCOc1ccccc1NC(=O)COC(=O)c1ccccc1SCC(=O)N1CCCC1,-1,5,-4,3,0,7,2,5,-6
CCN(CC)C(=O)c1cc2c(=O)n3cccc(C)c3nc2s1,3,1,0,6,6,-2,5,1,6
O=C(CCCCC(=O)Nc1ccccc1Cl)Nc1ccccc1Cl,8,2,3,8,4,5,-1,-2,1
c1ccc(Cc2ccc(OCCCNC3CCCC3)cc2)cc1,3,3,-1,nt,nt,nt,2,4,-6
Cc1cc(C)c2nc(N(CCN(C)C)C(=O)/C=C/c3cccs3)sc2c1,-8,1,-11,3,3,-8,4,-3,-5
CCOc1ccc(N(CC(=O)NC2CCCCC2)C(=O)CNC(=O)c2ccco2)cc1,-7,4,0,-2,2,8,11,5,-3
N#Cc1cnn(-c2cccc(Cl)c2)c1N,3,4,-2,9,4,5,3,1,3
CCOc1ccc(-n2c(Cc3cc(=O)[nH]c(=O)[nH]3)nnc2SCc2cccnc2)cc1,1,4,4,3,0,1,0,0,-7
COc1ccc(-c2noc3c2-c2nc(C(C)C)sc2CC3)cc1,5,-3,1,4,-2,-5,10,-2,17
CCC(C(=O)NCCc1c[nH]c2cc(OC)ccc12)c1ccccc1 (configuration not stated),-5,-3,-4,5,6,-6,0,5,2
Cc1cc(=S)[nH]c2c(C)cccc12,-6,1,-1,3,0,13,-2,-3,-5
CCOC(=O)/C=C1\CN(Cc2cc(OC)c(OC)c(OC)c2)S(=O)(=O)c2ccccc21,-2,-4,1,4,8,0,-5,-4,7
CCOC(=O)C1=C(C(F)(F)F)Nc2ncnn2C1c1cc(OC)ccc1OC (configuration not stated),0,-9,0,15,6,6,2,2,1
O=C(O)c1ccc(N/N=C/c2cccc3cccnc23)cc1,-1,0,6,8,5,7,4,8,0
CCCCCCCCCC(=O)N[C@H](CN1CCOCC1)[C@H](O)c1ccccc1,5,-4,1,7,7,6,2,15,13
C1=CC2CC1CC2CN1CCN(Cc2ccccc2)CC1 (configuration not stated),4,-1,-2,-4,-1,6,7,-4,1
Cc1ccc(S(=O)(=O)N(C)C)cc1NC(=S)NCc1ccco1,-4,0,-3,6,1,0,1,6,-8

Next results
canonical_smiles,LYPLA2 counter,PAD4 FP inh,LYPLA1 counter,PAFAH1B3 FP inh,PAFAH1B2 FP inh,PAFAH2 FP inh,GSTO1 counter,pPAFAH inh,PREPL inhibitor
Cc1ccc(C(=O)O)cc1N1C(=O)c2cccc3c([N+](=O)[O-])ccc(c23)C1=O,7,1,1,41*,15,36*,-10,36*,11
Cc1c(C(=O)NCc2ccccc2CN2CCCC2)oc2ccc(F)cc12,-5,-3,-3,9,3,-12,nt,-4,23
COc1cccc(/C=N\NC(=O)Cn2nnc3ccccc32)c1O,-3,-2,0,nt,nt,nt,-3,-6,6
Cc1ccc(/C=N\NC(=O)C2CN(S(=O)(=O)c3ccccc3)CCN2S(=O)(=O)c2ccccc2)cc1 (configuration not stated),-16,0,-5,3,-10,3,-5,2,-3
Cc1ccc(C(OCC(O)CNC(CO)C(O)c2ccc([N+](=O)[O-])cc2)c2ccccc2)cc1 (configuration not stated),1,4,-5,-4,-2,2,2,3,25
CC(C)[C@H](NC(=O)OC(C)(C)C)C(=O)N/N=C/c1cccc2nccnc12,1,0,-3,7,4,4,0,3,16
Fc1ccc(CSc2nncn2NC/C=C/c2ccccc2)cc1,-4,0,-2,2,18,6,0,1,-21
CN(C)CCOc1cccc(Br)c1,1,-1,-4,1,3,4,7,4,2
CN(C(=O)c1cnccn1)c1c(N)n(Cc2ccccc2)c(=O)[nH]c1=O,2,0,-2,8,5,7,2,-1,3
CCCCSCc1[nH]c(=O)[nH]c1C(=O)CCCCC(=O)OCC,0,-3,0,5,4,-4,-3,3,-2
CCOC(=O)Cc1nnc(NC(=O)C(CC)Sc2nncn2C)s1 (configuration not stated),-3,2,1,-6,-1,3,8,-1,9
O=C(COc1ccc(F)cc1)N(c1ccccn1)C1CCCCC1,-3,2,3,-3,-2,3,0,2,-3
O=S(=O)(Nc1ccc(N2CCOCC2)nn1)c1ccccc1,-1,-5,2,11,1,-5,8,4,2
CSCC[C@H](NC(=O)[C@@H]1CSC2c3ccccc3C(=O)N21)C(=O)N1CCC[C@H]1CO (some centres not stated),-4,1,1,9,6,2,-1,2,8
COc1ccc(C(=O)CCN2CCCC(C)C2)cc1 (configuration not stated),1,3,-3,2,-5,6,-8,-1,14
O=C(O)Cn1nc(C(F)(F)F)c2c1CCCC2,4,4,1,nt,nt,nt,-3,-2,7
NC(=O)CSc1nnc2ccc(-c3ccc(Cl)cc3)nn12,6,0,-3,12,3,-6,-4,-1,-5
CCn1c(COc2cccc(C)c2)nnc1SCC(=O)CC(=O)Nc1ccccc1OC,-10,1,-3,-5,0,2,-4,17,25
